# Screening data deposited in PubChem BioAssay by National Center for Advancing Translational Sciences (NCATS).
# AID inh: blocks human AID cytidine deaminase activity; Q9GZX7; AID deamination FRET fluorescence, UDG-coupled, 4 h; Potency, µM (series often up to 115 µM), for inactives: top-dose activity change, negative = inhibition, actives largely listed as inhibitors; hit rate 0.32% among 91,000; AID 1347428; also: nearly all actives have a fitted effect of over 25% in size
# Target sequence (Q9GZX7 whole entry, looked up): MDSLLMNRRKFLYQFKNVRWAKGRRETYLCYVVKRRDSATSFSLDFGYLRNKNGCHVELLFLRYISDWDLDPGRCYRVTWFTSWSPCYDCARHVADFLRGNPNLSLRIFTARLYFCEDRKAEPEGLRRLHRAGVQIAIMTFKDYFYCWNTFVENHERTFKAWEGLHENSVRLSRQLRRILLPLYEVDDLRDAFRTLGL
# UDG counterscr: blocks uracil-DNA glycosylase in AID counter-screen | FRET deamination/UDG coupled assay, UDG read, 4 h | Potency, µM (highest dose often 115 µM), without a hit: at the highest dose activity change, negative = inhibition, most hits filed as inhibitors | hit rate 0.14% among 91,000; also: nearly all actives have a fitted effect of over 65% in size
# The depositor's hits bear a star; ? = inconclusive; [ ] = dose if it differs, or a comment. Calls follow the shape of the dose curve; as a rule, active = well fitted curve in the direction sought with a large enough effect; inconclusive = small, poorly fitted or top-dose-only effect, or another doubt; inactive = no such curve, though single readings can be large; an effect the other way counts as inactive or inconclusive. % is scaled to controls: 0 for no effect and ±100 for the full control effect; potency is read from the fitted curve at half-maximal effect.
molecule	AID inh	UDG counterscr
Cc1ccc(/C=C(/C#N)C(=O)NC2CCCCC2C)s1 (configuration not stated)	2%	-3%
Cc1ccccc1Nc1nn2c(=O)c3ccc(C(=O)NCc4ccccc4)cc3nc2s1	?	-1%
COC(=O)c1ccc(OCc2ccc(C#N)cc2F)c(OC)c1	1%	8%
Cc1ccc(C)c(CNC(=O)c2cnc3sc(N4CCCC4)nn3c2=O)c1	?	-3%
Cc1ccc(O)c(C(CC(=O)NCC2(c3ccccc3)CCCC2)c2ccccc2)c1 (configuration not stated)	?	-10%
Cc1ccc(-c2cc(C(=O)OCC(=O)NCC3CCCO3)c3ccccc3n2)o1 (configuration not stated)	-10%	3%
COc1cccc(NC(=O)N2CCC(N(C)CCC(C)C)CC2)c1	-8%	-8%
CC(=O)Nc1ccc(CNC2CCC(C)CC2)cc1 (configuration not stated)	-7%	3%
O=C(Nc1ccc(F)cc1F)c1c2c(nc3ccccc13)C(=O)N(C1CCCCC1)C2	9%	77%[activator]
CCOc1ccc(CN2CCc3nc(Nc4ccc(OC)cc4OC)ncc3C2)cc1	?	?
Cc1cc(C)c(-c2csc(NC(=O)Cn3cnc4c3c(=O)n(C)c(=O)n4C)n2)c(C)c1	8%	8%
N#CCCn1c(SCC(=O)Nc2ccc(-c3ccccc3)cc2)nc2ccccc21	-3%	-2%
CC(C)Cn1c(=O)c2ccccc2n2c(-c3ccc(Br)cc3)nnc12	12%	-5%
CCCc1cc2c(CCC)cc(=O)oc2cc1O	2%	-1%
CCOc1cc(Br)c(C2C(C#N)=C(N)Oc3cc4c(cc32)OCO4)cc1OCC (configuration not stated)	-20%	-23%
Cc1oc(-c2ccccc2)nc1CC(=O)Nc1ccc(-c2ccccc2)cc1	2%	-8%
CCCCCCCCNC(=O)/C(C#N)=C\C=C\c1ccccc1	2%	-3%
CCCCNC(=O)CCC(=O)NNc1nc2ccccc2c2nc(C)nn12	219%[activator]	-3%
CCOC(=O)c1c(NC(C)=O)c2c3c(sc2n1Cc1nc(-c2cccc(C)c2)oc1C)CCCC3	11%	-5%
COc1cccc(CNc2sc3c(c2C(=O)Nc2ccc(OC)cc2OC)CCC3)c1	194%[activator]	-1%
CCOc1ccc(NC(=O)COc2ccccc2)c2cccnc12	13%	1%
Cc1ccc(CN2CCN(CC(=O)NCc3ccccc3Cl)C2=O)cc1	-6%	-9%
Cc1ccc(NC(=O)C(C)Sc2ccccc2)c(C)c1 (configuration not stated)	-9%	1%
CCc1ccc(N2CC(C)Cn3c2nc2c3c(=O)n(CC(=O)O)c(=O)n2C)cc1 (configuration not stated)	15%	-5%
CCOC(=O)c1ccc(NC(=O)C2CCN(S(=O)(=O)Cc3ccccc3)CC2)cc1	12%	15%
CC1=C(C)CC(C(=O)Nc2ccc3c(c2)CCC3)C(C(=O)O)C1 (configuration not stated)	-4%	-14%
O=C(Nn1cnc2ccccc2c1=O)C1CCCC1	-2%	2%
O=S(=O)(Nc1nc2ccccc2nc1Nc1ccccc1)c1ccc(Cl)s1	-30%	6%
CCN(c1ccccc1)S(=O)(=O)c1ccc(NC(=O)c2nc(SC)ncc2Cl)cc1	-5%	1%
COC(=O)CNC(=O)CSCc1ccccc1	9%	7%

# (listing goes on)
molecule	AID inh	UDG counterscr
Cc1nc(NCc2ccco2)sc1C(=O)NC1CC1	-2%	2%
COc1ccc(-c2c(C#N)c(SCC(=O)Nc3ccc(Br)cc3)nc(C)c2C(=O)Nc2ccccc2)cc1	12%	17%
CCNC(=O)C1CCN(S(=O)(=O)c2ccc3c(c2)CCCN3C(C)=O)CC1	4%	4%
CC(NC(=O)COc1ccc(Br)cc1)c1nc2ccccc2[nH]1 (configuration not stated)	5%	-3%
CCOC(=O)c1ccc(NC(=O)c2cn(-c3ccccc3)nc2-c2ccc(OC)c(OC)c2)cc1	16%	21%
CCOC(=O)C1CCN(c2cc3c(cc2NC(=O)c2ccc(Cl)cc2)n(C)c(=O)n3C)CC1	118%[activator]	-11%
CC1Nc2ccccc2NC2=C1C(=O)CC(C)(C)C2 (configuration not stated)	-4%	-6%
O=C(NCc1coc(-c2cccs2)n1)c1ccc(C(F)(F)F)cc1	-1%	0%
Cc1cccc(NC(=O)c2cc(S(=O)(=O)NCCc3ccccc3)ccc2F)c1C	10%	-4%
COc1ccc(-c2nc(SCC(=O)c3ccc(OC)c(Br)c3)n[nH]2)cc1	3%	129%[activator]
CN(C)[C@@H]1C(=O)C(C(N)=O)=C(O)[C@@]2(O)C(=O)C3=C(O)c4c(O)ccc(Cl)c4[C@@H](O)[C@H]3C[C@@H]12	22%	0%
COc1ccc(CCNC(=O)CN2C(=O)COc3ccc(S(=O)(=O)N4CCCC4)cc32)c(OC)c1	4%	2%
COc1ccc(OC)c(CNC(=O)c2ccc3c(c2)c(C)c(C)n3C)c1	?	23%
O=C(CSc1cn(CC(=O)N2CCCCC2)c2ccccc12)Nc1ccc(C(F)(F)F)cc1	4%	-4%
COc1ccc(OC)c(NC(=O)Cn2ccc3ccccc32)c1	-17%	-3%
CCc1ccc(NC(=O)CC2C(=O)NCCN2C(=O)c2ccccc2OC)cc1 (configuration not stated)	3%	-11%
CC(NC(=O)C1CCN(c2ccc(C#N)cn2)CC1)c1ccccc1F (configuration not stated)	-9%	-4%
Cc1ccc(CNc2nc3ccccc3n3c(C)nnc23)cc1	23%	-6%
Cc1c(Cl)cccc1NC(=O)N1CCC(CN2CCCC2)CC1	1%	-5%
O=C(O)CCC(NC(=O)C(c1ccccc1)c1ccccc1)C(=O)O (configuration not stated)	3%	-1%
COC(=O)c1c(C)oc2c1cc(NS(=O)(=O)c1ccc(OC)cc1)c1ccccc12	13%	-8%
O=C(CC1C=CCC1)NCCN1CCCCCC1 (configuration not stated)	0%	-6%
COc1cc(C2CC(=O)Nc3c2c(=O)[nH]c2ncnn32)ccc1O (configuration not stated)	3%	-7%
Cn1cc(C(=O)NC2CCN(Cc3noc(C(C)(C)C)n3)CC2)cn1	11%	8%
COc1ccc2nc(N(Cc3cccnc3)C(=O)CCc3ccccc3)sc2c1	-28%	-12%
CN(C)c1ccc(C(N)=S)cc1	-1%	5%
Cc1nc2ccc(C(=O)OCC(=O)NC(=O)NC(C)C)cc2nc1C	0%	-2%
CC(Oc1ccc(Oc2ccccc2)cc1)C(N)=O (configuration not stated)	-16%	-9%
COc1ccc(NC(=O)C(C)Sc2ncnc3c2sc2nc4c(cc23)COC(C)(C)C4)cc1 (configuration not stated)	6%	-2%
CNC(=O)COC(=O)c1cc(Cl)ccc1Cl	-8%	-2%

# Reprinted from the part before: 6 compounds, followed by the next part.
molecule	AID inh	UDG counterscr
COc1ccc2nc(N(Cc3cccnc3)C(=O)CCc3ccccc3)sc2c1	-28%	-12%
CN(C)c1ccc(C(N)=S)cc1	-1%	5%
Cc1nc2ccc(C(=O)OCC(=O)NC(=O)NC(C)C)cc2nc1C	0%	-2%
CC(Oc1ccc(Oc2ccccc2)cc1)C(N)=O (configuration not stated)	-16%	-9%
COc1ccc(NC(=O)C(C)Sc2ncnc3c2sc2nc4c(cc23)COC(C)(C)C4)cc1 (configuration not stated)	6%	-2%
CNC(=O)COC(=O)c1cc(Cl)ccc1Cl	-8%	-2%
Cc1ccc(NC(=O)c2nc(S(=O)(=O)Cc3ccc(F)cc3)ncc2Cl)cc1C	-3%	-8%
O=Cc1ccc(-c2ccc(Br)cc2F)o1	-13%	-12%
Cc1ccc(CNC(=O)Cn2c(=O)c3c(ncn3C)n(C)c2=O)cc1F	6%	9%
CCOc1ccc(CN(C)Cc2cc(C(C)(C)C)c(O)c(C(C)(C)C)c2)cc1OC	-4%	-9%
Cc1ccc(OCC(=O)OCC(=O)c2ccc3c(c2)OCCO3)cc1	24%	-5%
CCN(CC)C(=O)Cn1c(=O)n(-c2ccc(C)c(C)c2)c(=O)c2c(C)c(C(=O)N(CC)CC)sc21	15%	5%
Cc1ccc(NC(=O)Cn2c(-c3nonc3N)nc3ccccc32)c(Br)c1	7%	4%[57.5 µM]
Cc1cc(C)c2oc(-c3ccc(Cl)c(NC(=O)c4cccs4)c3)nc2c1	18%	0%
N#Cc1c(SCC(=O)NCCc2ccccc2)nc(N2CCOCC2)c2c1CCCC2	-16%	-9%
O=C(Nc1nnc(-c2ccncc2)s1)C(=O)c1c[nH]c2ccccc12	12%	2%
COc1ccc2sc(N(Cc3cccnc3)C(=O)c3ccco3)nc2c1	-19%	-18%
CCOc1cc(C)c(C(C)C)cc1S(=O)(=O)Nc1cccnc1	-13%	-4%
CCCN1CCN(c2nnc(-n3cccc3CNCc3ccc(OC)cc3OC)s2)CC1	2%	2%
C[N+]1(CC(=O)OCCCC2CCCCC2)CCOCC1	-1%	-5%
COc1ccc(N2C(=O)CSC23C(=O)N(CC(N)=O)c2ccccc23)cc1 (configuration not stated)	13%	2%
CC(=O)OC1CCN(CCc2ccccc2)C(C)C1C (configuration not stated)	-4%	-8%
CCOC(=O)c1sc(Nc2cccc(C)c2)nc1C	-14%	1%
CCOC(=O)CSC1=Nc2ccccc2C2=NC(CCC(=O)NCc3ccccc3)C(=O)N12 (configuration not stated)	15%	-7%
Cc1cccc(NC(=S)N(CCC#N)c2ccc(F)cc2)c1	1%	-3%
NS(=O)(=O)c1ccc(NC(=O)CCc2nc3ccccc3c(=O)[nH]2)cc1	1%	3%
COc1ccc(NC(=O)C2CCN(c3ccc(Sc4ccc(C)cc4)nn3)CC2)cc1	22%	-5%
COc1cccc(CNC(=O)Cn2nc(N3CCN(c4ccccc4OC)CC3)ccc2=O)c1	0%	28%
O=C(CSc1ncnc2ccccc12)Nc1ccc(F)c(F)c1F	-19%	-7%
Cc1ccc(Nc2nc(N)nc(COc3ccccc3C(N)=O)n2)cc1	-2%	0%
CC(NC(=O)c1ccc(N2Cc3ccccc3Oc3ncccc32)s1)c1ccccc1 (configuration not stated)	-4%	8%
Cc1cccc(Cn2c(Br)nc3c2c(=O)n(C)c(=O)n3C)c1	-11%	2%
CCN(C(=O)CCNC(=O)Cn1cnc2ccccc2c1=O)c1cc(OC)ccc1OC	28%	5%
CCC(CO)NS(=O)(=O)c1cc(-c2nnc3c4ccccc4c(C)nn23)ccc1OC (configuration not stated)	-1%	1%
Cc1nn2c(SCC(=O)NCc3ccccc3Cl)nc3ccccc3c2nc1=O	-6%	-9%
CCOC(=O)C(=NNc1ccc(C)cc1)C(=O)OCC	-5%	3%

# New compounds follow.
molecule	AID inh	UDG counterscr
Cc1cc(C)nc(NNc2ccc([N+](=O)[O-])cc2)n1	-7%	?
CCCC(=O)C1=C(c2ccc(C)cc2)N(C(=O)CCC)n2cnnc2S1	132%[activator]	-10%
Cc1ccc2nc(/C(C#N)=C\c3ccccc3)[nH]c2c1	-4%	-4%
CCNc1ncnc2c1nnn2C	5%	2%
CCC(=O)Nc1nc2c(C)cc(NS(=O)(=O)c3cc(F)ccc3F)cc2s1	-9%	5%
CC(O)CNc1ccc(-c2nn(C)c(=O)c3ccccc23)cc1[N+](=O)[O-] (configuration not stated)	-6%	18%
Cn1cnc(S(=O)(=O)N2CCC(C(=O)Nc3ccc(F)cc3F)CC2)c1	14%	-3%
Cc1ccc(CNC(=O)c2c[nH]c3ccc(S(=O)(=O)Nc4ccc(C(C)C)cc4)cc3c2=O)cc1	10%	-1%
Cn1c(=O)oc2cc(S(=O)(=O)CCC(=O)N3CCN(c4ccccc4F)CC3)ccc21	34%[activator][57.5 µM]	-1%[57.5 µM]
COc1ccccc1-c1noc(CSc2nnc(Cc3ccccc3)n2-c2ccc(C)c(C)c2)n1	?	-30%
Cc1ccc(C(NC(=O)COc2ccccc2)c2cccs2)cc1 (configuration not stated)	-10%	3%
COC(=O)C1=C(CN2CCCCC2)NC(=O)NC1c1ccc(C)cc1 (configuration not stated)	-3%	-1%
COc1ccccc1N1CCN(c2c(CN3CCCC3)c(=O)oc3ccccc23)CC1	4%	4%
CCc1ccc(C2C(C(C)=O)C(=O)CC(C)(O)C2C(C)=O)cc1 (configuration not stated)	1%	1%
COC(=O)c1ccc(NC(=O)CSc2nncc3ccccc23)cc1	2%	6%
O=C(Nc1ccc(C23CC4CC(CC(C4)C2)C3)cc1)c1ccc(Cl)cc1Cl	1%	1%
O=C(O)c1ccc2c(c1)N(Cc1ccc(F)cc1)C(=O)c1ccccc1S2=O (configuration not stated)	-11%	0%
CCCc1ccc(-c2c(C)sc(NC(=O)c3ccc(C)s3)c2C#N)cc1	-1%	-2%
O=C(Nc1nnc(S(=O)(=O)N2CCCCCC2)s1)c1cccc(Br)c1	?	-4%
CC(=O)N1CCC(C(=O)N2CCN(c3cccc(Cl)c3)CC2)CC1	1%	-3%
Cc1ccc(Cl)cc1NC(=O)c1ccc2nc(CCc3ccccc3)oc2c1	19%	13%
CCOc1ccc(NC(=O)Cn2c(=O)n(Cc3ccc(C(=O)NCc4ccc(C)cc4)cc3)c(=O)c3ccccc32)cc1	-12%	-1%
N=c1nc(N)c(N)c(N)n1O	12%	11%
CC(C)c1ccc(Cn2c(C3CC(=O)N(C(C)(C)C)C3)nc3ccccc32)cc1 (configuration not stated)	-15%	-11%

# These rows are one share of the data. The share of hits here may be higher or lower than overall.
